Screening data: PubChem, several laboratories
MEX-5 binding – C. elegans MEX-5 TCR-2 RNA binding activity; Q9XUB2; MEX-5/FITC-TCR2 RNA binding, fluorescence polarization; stronger effect = lower value; activity score (negative = inhibition of binding), % at 10 µM; 300,000 tested, 0.38% active;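 active means inhibition past about -25% in most replicates, and total fluorescence under double the plate's negative control median, limit read from the data; inconclusive means replicates evenly split on the limit, or fluorescence at least double controls; inactive means too little inhibition in most replicates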;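 further: 0% = DMSO and -100% = 5 µM competing unlabeled TCR2 RNA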
BCLXL inh – blocks human Bcl-xL binding to Bim BH3 peptide. Q07817. GST-Bcl-xL / FITC-Bim BH3 peptide fluorescence polarization. inhibition, % at 10.9 µM. 320,000 tested, 0.7% active. AID 2129;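 active means inhibition above the mean of all tested compounds plus 3 SD, cutoff set per campaign, cut at about 30% in these data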;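 further: 0% = DMSO wells and 100% = unlabeled Bim-BH3 peptide competitor; inhibitors lower millipolarization by displacing the labeled peptide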
Target sequence (Q07817 whole entry, looked up): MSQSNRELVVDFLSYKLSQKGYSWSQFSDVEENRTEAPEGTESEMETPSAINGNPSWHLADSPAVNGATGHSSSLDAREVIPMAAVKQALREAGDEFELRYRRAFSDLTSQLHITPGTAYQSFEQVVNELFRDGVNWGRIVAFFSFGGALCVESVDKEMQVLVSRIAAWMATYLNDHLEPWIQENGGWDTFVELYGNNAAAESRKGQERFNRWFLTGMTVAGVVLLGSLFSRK
GLD-1 TGE inh – GLD-1-TGE RNA interaction inhibition (C. elegans) | Q17339 | purified GLD-1 + fluorescein TGE RNA, fluorescence polarization | inhibition, % at 5.96 µM | 320,000 tested, 0.44% active;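 active means percent inhibition above a per-plate cutoff, the plate mean of test compounds plus 3 SD, cut at about 30% in these data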;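 further: 0% = DMSO wells with GLD-1 and probe and 100% = wells lacking GLD-1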
Target sequence (Q17339 whole entry, looked up): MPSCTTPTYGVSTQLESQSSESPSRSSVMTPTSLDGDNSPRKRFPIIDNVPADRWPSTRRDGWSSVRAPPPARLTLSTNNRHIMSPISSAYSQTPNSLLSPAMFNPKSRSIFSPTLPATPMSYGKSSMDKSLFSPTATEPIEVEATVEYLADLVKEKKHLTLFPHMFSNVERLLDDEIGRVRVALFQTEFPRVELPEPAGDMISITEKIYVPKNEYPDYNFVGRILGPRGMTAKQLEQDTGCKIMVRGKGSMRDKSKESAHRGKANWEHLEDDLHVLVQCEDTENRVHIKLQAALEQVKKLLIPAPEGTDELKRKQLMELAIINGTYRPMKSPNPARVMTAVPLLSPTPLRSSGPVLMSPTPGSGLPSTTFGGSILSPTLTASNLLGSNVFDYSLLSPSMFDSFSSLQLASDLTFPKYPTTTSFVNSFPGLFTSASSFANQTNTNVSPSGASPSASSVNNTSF
ZTA counter – blocks Epstein-Barr virus ZTA, an EBNA-1 counter-screen; AID 2234; inhibition, % at 11 µM; 320,000 tested, 0.15% active; ZTA-DNA binding, fluorescence polarization; P03206; in the data active means inhibition above about 33%
Target sequence (P03206 whole entry, looked up): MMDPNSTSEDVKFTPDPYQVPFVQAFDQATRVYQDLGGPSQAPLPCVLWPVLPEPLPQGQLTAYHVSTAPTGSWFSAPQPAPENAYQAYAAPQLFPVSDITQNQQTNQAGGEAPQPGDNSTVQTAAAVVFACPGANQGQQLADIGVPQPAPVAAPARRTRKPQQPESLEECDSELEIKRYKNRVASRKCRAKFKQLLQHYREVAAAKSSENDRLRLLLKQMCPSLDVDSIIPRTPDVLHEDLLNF
MCL1 BIM primary – inhibitors of human MCL1 binding to BIM-BH3 peptide. GST-MCL1 / FITC-Bim-BH3 fluorescence polarization. inhibition, % at 10.9 µM. Q07820. 320,000 tested, 0.68% active;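 active means inhibition above the mean inhibition of all tested compounds plus 3 SD, set per campaign, cut at about 40% in these data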;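 further: 0% = DMSO wells and 100% = unlabeled Bim-BH3 peptide control; higher means more loss of mP so more displacement of Bim peptide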
EBNA-1 inhibitor – blocks EBNA-1 binding to DNA; EBNA-1 DNA binding, fluorescence polarization; inhibition, % at 14.8 µM; 300,000 tested, 0.34% active; in the data active means inhibition above about 28%
Fam108B inh – counter-screen for RBBP9 inhibitors: inhibitors of mouse Fam108B; recombinant Fam108B, FP-Rh probe fluorescence polarization; inhibition, % at 9.51 µM; 300,000 tested, 0.33% active; AID 1947;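 active means inhibition above the screen mean inhibition plus 3 SD, computed separately per campaign, cut at about 18% in these data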;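 further: inhibitors lower polarization as less probe binds the enzyme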
Yeast superoxide – lowers age-related superoxide in aged yeast cells; AID 2690; S. cerevisiae aged cells, superoxide DHE fluorescence; stronger effect = lower value; 330,000 tested, 0.18% active; superoxide response (% of plate mean), % at 10 µM;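 active means superoxide response under a set limit, about three screen SD below normal, cut at about 65% in these data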;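 further: yeast aged for seven days with compound at 30 °C before DHE staining; 100% = average MFI of all compound-treated wells on the plate with controls excluded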
Efflux pump mplx – blocks antifungal efflux pumps in multiplex yeast assay; S. cerevisiae Candida pump triplex, Nile Red efflux; inhibition, % at 10 µM; 330,000 tested, 0.44% active; AID 485275;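 active means plate passing quality check with inhibition over a set limit, or well fluorescence over plate mean plus 4 SD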;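 further: Nile Red retained in pooled yeast measured as flow cytometry median fluorescence; 0% = buffer negative control and 100% = Enniatin B positive control; higher means more Nile Red kept so more efflux inhibition; some compounds called inactive have numbers as strong as hits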
Numbers without * were called inactive; ? = inconclusive; . = not tested or not shown; + = active, no number.

SMILES	Efflux pump mplx	MEX-5 binding	EBNA-1 inhibitor	ZTA counter	Yeast superoxide	MCL1 BIM primary	BCLXL inh	Fam108B inh	GLD-1 TGE inh
N#Cc1c(N2C(=O)C3C4C=CC(C4)C3C2=O)sc2c1CCC2 (stereo not drawn)	0.1	1.1	6	16	95	2	4	2	2
C[C@]12CCC(O)CC1CCC1C2CC[C@]2(C)C(c3cc(C(F)(F)F)n[nH]3)CCC12 (stereo partly drawn)	0.0	1.1	-3	8	120	3	-1	-8	10
CN(Cc1ccccc1)C(=O)[C@@H]1CCCN1S(=O)(=O)c1ccc(Cl)cc1	-0.1	4.0	-3	11	100	3	4	1	7
Clc1cccc(Cl)c1CON/C=N/c1ncnc2sccc12	0.3	2.0	-13	-3	106	7	0	-6	3
COc1cc(/C=C/C(=O)Nc2nc3ccc(S(=O)(=O)N(C)C)cc3s2)cc(OC)c1OC	0.8	-1.7	-3	10	109	6	11	-3	3
CNS(=O)(=O)c1cccc(C(=O)OCC(=O)NC2CCCC2)c1	-0.5	-0.7	-10	11	99	-5	0	-1	0
CCn1c(SCC(=O)N/N=C/C=C/c2ccco2)nnc1-c1ccccc1	-0.1	-2.6	9	-5	90	16	13	2	5
CCC(CC)C(=O)NCCNC(=O)C(CC)CC	-0.1	-1.4	4	2	107	9	5	0	6
C/C(=N/OC(=O)c1c(-c2c(Cl)cccc2Cl)noc1C)c1cnccn1	0.1	1.7	-3	-16	104	-3	0	-3	8
CC(Oc1ccc(Cl)cc1Cl)c1nc(-c2ccc(NC(=O)c3ccncc3)cc2)no1 (stereo not drawn)	-0.1	1.5	4	25	151	3	5	-22	3
CCOC(=O)c1ccc(NC(=O)N2CCCCC2)cc1	-0.1	1.9	-5	-11	116	2	6	0	7
CSCC[C@H](NC(=O)C1CCN(C(=O)[C@@H](N)Cc2ccccc2)CC1)C(=O)O	0.1	0.1	0	-5	93	0	4	-2	3
O=[N+]([O-])c1ccc(-c2ccc(/C=N/n3cnnc3)o2)c(Br)c1	-0.2	-2.1	-1	-14	100	5	-2	10	-4
CCOc1ccc(CCNC(=O)CCc2nnc3ccc(N4CCCCC4)nn23)cc1OCC	0.1	0.7	3	8	85	0	7	0	0
CC(Sc1nnnn1C)C(=O)NC(=O)NC1CCCCC1 (stereo not drawn)	0.0	-1.1	15	-1	98	9	8	3	2
O=C(C1CCN(S(=O)(=O)c2cnc[nH]2)CC1)N1CCN(Cc2ccc3c(c2)OCO3)CC1	0.1	.	-7	-6	98	-3	1	-1	-1
Cc1cc(C(=O)N2CCN(S(C)(=O)=O)CC2)cs1	0.2	-1.0	-10	7	112	4	-4	1	6
CC1=Nn2c(nnc2-c2ccc(F)cc2)SC1	0.1	1.6	-3	-4	111	1	3	3	0
COc1cc(C(=O)NCC2CCCO2)cc(OC)c1OC (stereo not drawn)	0.1	1.0	3	0	116	0	0	-1	-5
Cc1ccc(COc2ccsc2C(=O)NNC(N)=S)cc1	0.2	-2.1	-4	2	98	0	-2	-3	10

Single records (already shown). Order of values: Efflux pump mplx | MEX-5 binding | EBNA-1 inhibitor | ZTA counter | Yeast superoxide | MCL1 BIM primary | BCLXL inh | Fam108B inh | GLD-1 TGE inh
CC(Sc1nnnn1C)C(=O)NC(=O)NC1CCCCC1 (stereo not drawn) as listed: 0.0 | -1.1 | 15 | -1 | 98 | 9 | 8 | 3 | 2
CSCC[C@H](NC(=O)C1CCN(C(=O)[C@@H](N)Cc2ccccc2)CC1)C(=O)O as listed: 0.1 | 0.1 | 0 | -5 | 93 | 0 | 4 | -2 | 3

Further entries follow.
SMILES	Efflux pump mplx	MEX-5 binding	EBNA-1 inhibitor	ZTA counter	Yeast superoxide	MCL1 BIM primary	BCLXL inh	Fam108B inh	GLD-1 TGE inh
CCCSCCCNC(=O)c1ccccc1NC(=O)C1=CSCCO1	0.1	2.0	2	5	93	4	0	-5	4
COc1ccc([N+](=O)[O-])cc1NC(=O)C(C)OC(=O)CN1C(=O)C2CC=CCC2C1=O (stereo not drawn)	0.0	3.2	2	6	111	3	7	-2	7
CCOC(=O)C(NC(C)=O)C(=O)Nc1ccc(C(C)C)cc1 (stereo not drawn)	0.0	2.3	8	5	103	7	3	0	3
CC1CCN(S(=O)(=O)c2ccc(N/N=C(/C#N)C(N)=O)cc2)CC1	-0.1	-0.1	6	2	95	9	3	9	2
CC1Cc2ccccc2N1Cc1cc(=O)n2ccsc2n1 (stereo not drawn)	0.2	.	-14	21	119	26	33*	-5	11
Cc1c(CC(=O)N2CCN(C(=O)C3COc4ccccc4O3)CC2)c(=O)oc2c(O)c(O)ccc12 (stereo not drawn)	0.1	-2.4	-7	6	104	58*	21	-2	-31
COc1cc(C(=O)NCCc2c[nH]c3ccccc23)ccc1OCc1c(C)noc1C	0.0	1.5	9	8	93	-1	2	2	3
CCOC(=O)N1CCN(c2nc3ccccc3nc2C(C#N)C(=O)NCCc2ccccc2)CC1 (stereo not drawn)	0.0	?	-10	-5	98	-6	-3	2	-15
COc1ccnc(-n2cccc2/C=N/O)c1C#N	0.0	0.2	-13	5	100	-2	-1	2	-8
COc1ccc(C(C(=O)NC(C)(C)C)N(Cc2cccs2)C(=O)CCC(=O)Nc2cc(C)on2)cc1 (stereo not drawn)	0.0	-1.9	8	-15	95	4	5	0	2
CC(=O)c1cccc(NC(=S)NC(=O)CC(C)C)c1	-4.9	1.9	-5	2	93	1	0	0	-1
COCCn1c(=NC(=O)CCS(=O)(=O)c2ccccc2)sc2cc(C(=O)OC)ccc21	0.0	-0.1	-3	-4	99	-1	-1	-2	2
COCCNc1nc2nonc2nc1N1C[C@H]2CC[C@H]1C2	-0.2	1.1	4	19	77	0	2	3	8
COc1cccc(NC(=O)CSc2nnc(CN3CCOCC3)n2C)c1	-0.1	0.3	-2	10	84	4	2	0	-1
O=C(NCCCN1CCCC1=O)c1csc2ccccc12	0.0	2.4	2	1	129	-2	1	0	-1
CCN(CC)c1nc2c(c(=O)n(C)c(=O)n2C)n1CCCc1ccccc1	0.0	0.1	-3	-14	97	2	5	-1	7
CCC(CC)NC(=O)COC(=O)c1ccc(OCC(=O)Nc2ccccc2OC)c(OC)c1	0.2	-0.5	4	11	108	8	7	2	3
O=C(NC(=O)c1ccccc1)OCC1CCCN2CCCCC12 (stereo not drawn)	-0.1	1.3	10	5	91	7	3	2	1
CCCNc1nc(NCC)nc(OC)n1	0.0	2.2	-5	1	95	4	4	-2	2
COc1ccc(NC(=O)c2nc[nH]c2C(=O)Nc2ccccc2C)cc1	-0.4	1.3	-8	6	96	4	2	-5	4
Cc1nc(NCc2ccccc2)sc1C(=O)Nc1ccccc1	0.0	0.2	-14	-5	124	-9	-3	2	2
CN(C)CC1(c2ccccc2)CCCC1	-0.1	-0.4	1	5	105	10	4	-6	4
N/C(Cn1cncn1)=N\NC(=O)C(=O)Nc1ccc(Cl)cc1Cl	0.0	0.6	0	-9	95	6	6	1	4
S=C(Nc1ccc(Cl)c(Cl)c1)NN1CCOCC1	-0.6	-0.6	8	-7	110	7	4	1	6
O=[N+]([O-])c1cc(C(F)(F)F)cc([N+](=O)[O-])c1NCCCNc1ccc([N+](=O)[O-])c2cccnc12	-0.4	-1.2	2	3	106	7	3	6	10
Cc1ccc(-c2nc(P(=O)(c3ccccc3)c3ccccc3)c(N3CCOCC3)o2)cc1	0.0	-0.1	3	-9	102	9	4	0	2
CCCn1c(NCc2ccco2)nc2c1c(=O)n(C)c(=O)n2C	0.0	-0.5	0	0	93	0	2	5	2
COc1ccc(CCNC(=O)C(=O)N2CCCCC2)cc1OC	0.1	1.4	-1	-6	99	3	2	1	0
COc1ccc(NC(=O)COC(=O)/C=C/C(=O)OCC(=O)Nc2ccc(OC)c(Cl)c2)cc1Cl	0.5	0.6	6	-1	101	-10	-9	-3	2
Fc1ccc(-c2cc(C(F)(F)F)nc(NCc3cccs3)n2)cc1	0.2	0.6	8	-12	106	3	2	1	-4
CC(=O)c1ccc2noc(-c3ccc(Cl)cc3)c2c1	0.2	0.6	4	6	95	2	3	-2	7
CCOC(=O)C1Cc2ccccc2CN1 (stereo not drawn)	0.0	-0.4	-11	-26	116	7	0	6	11
Cc1cccc(NC(=O)CCc2c(C)nn(-c3ccc(N4CCCCC4)nn3)c2C)c1	0.0	0.0	-2	-10	96	7	5	-1	1
CCN(CC)C(=O)COc1ccc2oc(-c3ccco3)cc(=O)c2c1	-0.1	-1.7	7	-6	101	13	5	2	4
Cc1ccc(C(=O)N/C(=C\c2cccs2)C(=O)NCCCn2ccnc2)cc1	0.2	0.1	-8	-6	121	5	2	0	9
COc1ccc(NC(=O)CC2Nc3cc(C)c(C)cc3NC2=O)c([N+](=O)[O-])c1 (stereo not drawn)	-0.1	-1.0	4	-1	119	10	1	2	-1
COc1ccccc1CCC(=O)OCC(=O)Nc1cccc(S(=O)(=O)N2CCCCC2)c1	0.1	-1.0	-6	-4	124	-5	-3	-15	8
CC(=O)c1c(C)oc(C)c1CSCc1ccc(C(=O)O)o1	-0.1	-7.2	-8	-10	87	31	11	-1	4
CCOc1nc(Nc2ccc(OC)c(Cl)c2)nc(OCC)n1	0.0	0.1	-1	-7	88	3	5	0	12
CCN(CC)C(=O)c1ccc(C(=O)Nc2ccc(F)cc2)cc1	0.0	.	-1	8	103	5	-2	3	-8
Cc1ccccc1-n1ncc2c1CC(C)(C)CC2NC(=O)c1ccncc1 (stereo not drawn)	0.0	1.1	10	8	82	1	4	-2	-2
CCOc1ccc(Nc2nc(N(C)c3ccccc3)nc(N)c2[N+](=O)[O-])cc1	0.0	2.8	14	9	110	3	7	0	-8
Cc1noc(C)c1S(=O)(=O)N(CC(=O)NCCc1ccccc1)c1ccc(C(C)C)cc1	0.1	-2.2	7	4	113	1	5	7	48*
COc1ccc2[nH]c(C(=O)NCCc3ccccc3)cc2c1	0.1	-2.4	3	-4	95	5	-2	0	3
CCCCn1nc(NC(=O)c2cccs2)c2cc3cc(OC)ccc3nc21	0.1	-0.8	5	9	93	1	3	-1	5
O=C(NCCN1CCOCC1)c1c(O)nc2sccn2c1=O	0.0	-0.3	0	-1	102	6	1	4	-3
COc1cccc2c1OCC(CN1CCN(Cc3ccccc3F)C(CCO)C1)=C2 (stereo not drawn)	0.1	-1.0	+	130*	91	-4	-5	-1	-3
O=C(CN1CCN(S(=O)(=O)c2ccc(F)c(F)c2)CC1)Nc1ccccc1C(=O)NC1CC1	0.0	.	.	7	99	9	6	.	3
O=C1N=C(C=c2ccc(=Cc3[nH]c(=O)[nH]c3O)cc2)C(=O)N1	0.1	1.5	-2	2	113	2	-2	2	-7
Cc1ccc(-c2cc3ncc(C#N)c(N)n3n2)cc1	-0.4	-2.4	11	4	85	-7	5	-6	-6
COc1cccc(CNC(=O)C(=O)NCCc2ccc(OC)c(OC)c2)c1	0.1	0.3	-13	-12	103	5	5	-1	0
Cc1ccccc1OCC(O)Cn1c(NCc2ccco2)nc2c1c(=O)[nH]c(=O)n2C (stereo not drawn)	0.3	-1.4	-9	-2	112	-6	2	4	8
O=[N+]([O-])c1c(C(Cl)Cl)nn(-c2ccccc2)c1N1CCCC1	0.0	2.0	-12	-13	86	-3	-1	2	1
Cc1ccccc1Nc1nc(N)nc(COC(=O)[C@@H](NC(=O)c2ccccc2Cl)C(C)C)n1	-0.1	-2.8	3	-5	100	4	10	-2	2
